Assay outcomes from PubChem.
ALDH1A1 inh: inhibitors of human aldehyde dehydrogenase 1A1; P00352; Purified ALDH1A1, NADH fluorescence, propionaldehyde substrate; Potency, µM (series often up to 75.3 µM), inactives show top-dose activity, negative = inhibition, most hits filed as inhibitors; 220,000 tested, 7.3% active; AID 1030; active means well fitted inhibition curve with a large enough effect, not every such curve was filed as active; inconclusive means small, poorly fitted or top-dose-only effect, or another doubt; inactive means no such curve, though single readings can be large or run the other way;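 further: plate controls were no enzyme wells and a reference inhibitor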
Target sequence (P00352 whole entry, looked up): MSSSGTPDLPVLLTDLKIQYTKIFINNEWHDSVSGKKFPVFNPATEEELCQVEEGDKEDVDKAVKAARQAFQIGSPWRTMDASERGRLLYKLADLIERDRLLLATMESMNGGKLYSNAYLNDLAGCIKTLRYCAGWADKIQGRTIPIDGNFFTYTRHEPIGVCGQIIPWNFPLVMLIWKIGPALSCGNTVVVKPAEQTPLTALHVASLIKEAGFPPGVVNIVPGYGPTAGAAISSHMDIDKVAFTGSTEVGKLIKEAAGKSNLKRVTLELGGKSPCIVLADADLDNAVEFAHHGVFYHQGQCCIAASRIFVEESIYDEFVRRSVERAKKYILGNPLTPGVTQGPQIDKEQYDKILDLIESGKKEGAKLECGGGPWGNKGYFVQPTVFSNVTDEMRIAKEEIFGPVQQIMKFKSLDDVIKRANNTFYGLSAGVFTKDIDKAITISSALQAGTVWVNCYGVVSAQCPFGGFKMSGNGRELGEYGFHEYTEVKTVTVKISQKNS
Tau ThT inhib: inhibitors of human tau fibril formation, thioflavin T binding | P10636 | recombinant tau K18 P301L, heparin-induced fibrillization, ThT fluorescence | Potency, µM (series often up to 57.4 µM), inactives show at the highest dose activity, negative = inhibition, hits mostly inhibitors | 270,000 tested, 2.1% active; further: nearly all actives have a fitted effect of over 55% in size
Target sequence (P10636 561-689 P618L limits assumed): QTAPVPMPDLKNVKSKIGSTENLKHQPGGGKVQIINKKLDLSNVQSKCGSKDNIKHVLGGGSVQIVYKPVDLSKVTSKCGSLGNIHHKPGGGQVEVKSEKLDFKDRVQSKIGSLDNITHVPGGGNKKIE
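Tau K18 P301L fragment (15 uM unlabeled plus 0.24 uM Alexa 594-labeled) in 100 mM sodium acetate pH 7 with compound, fibrillization induced by 20 uM heparin for 6 hr at 37 C. Thioflavin T (30 uM) added, fluorescence read after 1 hr (ex 450, em 510 nm).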
L3MBTL1 block: blocks human L3MBTL1 | Q9Y468 | AlphaScreen L3MBTL1–H3K9me1 peptide binding | Potency, µM (titrated, usually from 57.1 µM), for the others: at the highest dose activity, negative = inhibition, hits mostly inhibitors | 230,000 tested, 0.66% active | AID 485360; further: nearly all actives have a fitted effect of over 60% in size
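AlphaScreen assay: L3MBTL1 (50 nM final) was preincubated 30 min at room temperature with biotinylated H3(1-15)K9me1 peptide (75 nM final), then 30 min with library compounds; streptavidin donor and nickel chelate acceptor beads (10 ug/mL final) added, 30 min dark.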
GLA spleen mod: alpha-galactosidase A (human) modulation; P06280; human spleen homogenate, 4MU-alpha-Gal fluorescence, 40 min; Potency, µM (top dose mostly 80 µM), inactives show at the top dose activity change, negative = inhibition, hits mostly inhibitors; 240,000 tested, 0.008% active; AID 2107;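 further: 0% = enzyme with vehicle and -100% = no enzyme basal signal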
Target sequence (P06280 32-429 limits assumed): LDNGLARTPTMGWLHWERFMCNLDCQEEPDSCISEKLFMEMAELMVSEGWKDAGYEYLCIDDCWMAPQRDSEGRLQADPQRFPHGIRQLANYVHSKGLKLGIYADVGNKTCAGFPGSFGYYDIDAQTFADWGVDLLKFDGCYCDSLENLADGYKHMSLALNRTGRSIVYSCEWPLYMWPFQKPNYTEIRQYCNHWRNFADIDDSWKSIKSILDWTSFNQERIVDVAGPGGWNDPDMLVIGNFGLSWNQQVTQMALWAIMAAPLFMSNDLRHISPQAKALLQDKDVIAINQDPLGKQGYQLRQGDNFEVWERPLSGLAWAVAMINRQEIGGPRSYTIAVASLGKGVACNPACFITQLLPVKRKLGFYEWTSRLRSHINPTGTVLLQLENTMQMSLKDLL
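Human spleen homogenate (1 ug) as enzyme source, 4-methylumbelliferyl-alpha-D-galactopyranoside 1 mM final, citrate/phosphate pH 5.0 with 0.01% Tween-20. Compounds 40 min at 37C, NaOH/glycine stop; fluorescence Ex 365/Em 440, Hill-fit AC50.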
Tau fibril FP: inhibitors of human tau fibril formation. 280,000 tested, 0.39% active. Potency, µM (top dose mostly 57.7 µM), without a hit: at the top dose activity, negative = inhibition, usual class: inhibitors. P10636. K18 P301L tau heparin fibrillization, Alexa594 FP, 6 h. AID 1468; further: nearly all actives have a fitted effect of over 55% in size
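Human tau K18 […] P301L fragment, 15 uM unlabeled plus 0.24 uM Alexa 594-labeled tau (final), with compound and 20 uM heparin in 100 mM sodium acetate pH 7; 6 hr at 37 C, then Alexa 594 FP read.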
Tau fluor cs: counter-screen for tau fibril formation inhibitors | tau K18 P301L (four-repeat tau fragment) Alexa594 fluorescence, heparin fibrillization | Potency, µM (top dose mostly 57.7 µM), for the others: at the highest dose activity change, negative = decrease | 280,000 tested, 0.93% active; further: nearly all actives have a fitted effect of over 55% in size
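Human K18 P301L tau (15 uM unlabeled plus 0.24 uM Alexa 594-labeled, final) in 100 mM sodium acetate pH 7 was mixed with compound and 20 uM heparin and incubated 6 hr at 37 C.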
TRb SRC2 PPI: disrupts binding of human TR beta to SRC2. Potency, µM (doses to about 106 µM), for the others: at the top dose activity change, negative = inhibition, actives largely listed as inhibitors. P10828. TRbeta-SRC2 peptide binding, fluorescence polarization; receptor liganded with 1 µM T3. 280,000 tested, 0.065% active. AID 1469;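 further: plate controls were bound peptide for no effect and peptide without receptor for full effect; nearly all actives have a fitted effect of over 50% in size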
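Polarization signal, normalized between peptide-alone and full complex controls, measured compound effects on T3-liganded human TRb LBD (0.6 uM) binding 20 nM Texas Red SRC2 peptide after 5 hr.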
TexasRed fluor: counter-screen for TRb-SRC2 inhibitors: fluorescence interference; TRb/SRC2 Texas Red total fluorescence interference; Potency, µM (titrated, usually from 106 µM), for inactives: at the top dose fluorescence change, negative = quenching; 280,000 tested, 0.29% active; AID 1479; active means well fitted curve in either direction with a large enough effect; inconclusive means small, poorly fitted or top-dose-only effect
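Human TRb ligand-binding domain at 0.6 uM with 20 nM Texas Red SRC2 peptide in Tris buffer containing 1 uM T3 and 5% DMSO, incubated with compound 5 h at ambient temperature. Total fluorescence (555/632 nm) calculated as parallel + 2 × perpendicular.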
The depositor's hits bear a star; ? = inconclusive; / = not tested or not shown; [ ] = another dose, or the depositor's remark. Unless noted, the call rests on the fitted dose curve; in most records, active means well fitted curve in the direction sought with a large enough effect; inconclusive means small, poorly fitted or top-dose-only effect, or another doubt; inactive means no such curve, though single readings can be large; an effect the other way counts as inactive or inconclusive. Unless noted, on the % scale 0 is the no-effect control and ±100 the full control effect; potency means the concentration at half of the fitted maximal effect.

[1] CCOC(=O)c1ccccc1NC(=O)c1ccc(N(C)S(C)(=O)=O)cc1
[2] Cc1[nH]n(-c2ccc([N+](=O)[O-])cc2)c(=O)c1C=NCCN1CCN(C(=O)c2cccc(F)c2)CC1
[3] O=C(CNC(=O)c1ccco1)OCC(=O)c1ccccc1
[4] O=C(COc1ccc(Cl)cc1Cl)NC1CCSC1=O (stereo not given)
[5] COc1ccccc1NC(=S)N/N=C/c1ccc(O)cc1
[6] C=CCOc1ccc(C=Nc2ccc(Cl)cc2)c(O)c1

entry no. | 1 | 2 | 3 | 4 | 5 | 6
ALDH1A1 inh | -6% | ? | -99% | -12% | 7% | -6%
Tau ThT inhib | 0% | ? | 8% | -6% | ? | 12%
L3MBTL1 block | / | / | -13% | / | -14% | -3%
GLA spleen mod | -3% | 5% | ? | 0% | 8% | 7%
Tau fibril FP | -13% | -1% | 11% | 0% | 12% | -1%
Tau fluor cs | -13% | -20% | 13% | -5% | ? | 11%
TRb SRC2 PPI | 8% | -1% | 1% | 4% | 1% | 0%
TexasRed fluor | 2% | -4% | 0% | 2% | 1% | -2%

[7] CCc1ccc(C(C)NC(=O)/C(C#N)=C\c2cn[nH]c2-c2ccccc2)cc1 (stereo not given)
[8] Cc1ccc(S(=O)(=O)Cc2ccc(C(=O)O)o2)cc1
[9] Cc1nc(-c2ccccc2)sc1C(=O)CSc1ccc(Br)cc1
[10] N#CC1=C(N)Oc2cc3ccccc3cc2C1c1cccs1 (stereo not given)
[11] CC(=O)c1c(C)[nH]c(C(=O)NCc2cccc(Cl)c2)c1C
[12] Cc1ccccc1C(=O)N=c1c(C#N)cc2c(=O)n3cccc(C)c3nc2n1Cc1ccco1

entry no. | 7 | 8 | 9 | 10 | 11 | 12
ALDH1A1 inh | ? | 8.9µM* | 4% | ? | 6% | ?
Tau ThT inhib | 0% | -10% | ? | -7% | -7% | ?
L3MBTL1 block | / | / | -2% | -1% | -13% | /
GLA spleen mod | 5% | -7% | 1% | 4% | -14% | ?
Tau fibril FP | ? | -6% | -2% | ? | -2% | -6%
Tau fluor cs | ? | -10% | -23% | ? | -13% | -10%
TRb SRC2 PPI | -18% | -5% | -4% | -2% | 0% | -3%
TexasRed fluor | 0% | -8% | 3% | -2% | -6% | -3%

[13] COc1ccc(OC)c(S(=O)(=O)N2CCC(C(=O)Nc3ccccc3)CC2)c1
[14] O=C(C1CC1)N1CCC(c2nc(-c3ccc(S(=O)(=O)NCC4CCCO4)cc3)no2)CC1 (stereo not given)
[15] CCCCn1c(N)c(Sc2ccccc2)c(=O)[nH]c1=O
[16] CCC(=O)Nc1sc2c(c1C(N)=O)CCN(C(C)=O)C2
[17] O=C(CCS(=O)(=O)c1ccc(Br)s1)NC1CCCC1
[18] Cc1c(NC(=O)COC(=O)c2cc(-c3cccc4ccccc34)nc3ccccc23)c(=O)n(-c2ccccc2)n1C

entry no. | 13 | 14 | 15 | 16 | 17 | 18
ALDH1A1 inh | 6% | 4% | 3% | ? | 4% | -3%
Tau ThT inhib | -3% | -12% | -5% | -2% | -13% | -16%
L3MBTL1 block | -1% | -1% | / | ? | / | -12%
GLA spleen mod | 5% | 0% | 0% | 4% | 6% | -3%
Tau fibril FP | -6% | 9% | -1% | -12% | -17% | -5%
Tau fluor cs | -3%[2.34 µM] | 4% | -3% | -7% | -14% | -19%
TRb SRC2 PPI | -8% | 5% | -7% | 6% | -9% | ?
TexasRed fluor | 0% | -2% | -2% | -3% | -2% | 9%

[19] COC(=O)c1ccc(NC(=O)c2c(NCc3ccc(C)o3)sc3c2CCCC3)cc1
[20] CCOc1ccc(-c2csc(/C(C#N)=C/c3ccc(Br)cc3)n2)cc1
[21] NNC(=O)Cc1cn(-c2ncc(C(F)(F)F)cc2Cl)c2ccccc12
[22] Cn1c(C(=O)NCCN2CCN(c3ccccc3F)CC2)cc2c(=O)n(C)c3ccccc3c21
[23] COC(=O)[C@@]1(Cc2ccc(OC)cc2)[C@H]2c3cc(C(=O)N4CCCC4)n(Cc4ccc(C)c(F)c4F)c3C[C@H]2CN1C(=O)c1ccccc1
[24] Cc1ccc(-n2c(C)nc3c(cnn3-c3ccccc3)c2=O)cc1

entry no. | 19 | 20 | 21 | 22 | 23 | 24
ALDH1A1 inh | / | / | -4% | ? | -4% | /
Tau ThT inhib | ? | ? | -14% | -15% | ? | -3%
L3MBTL1 block | / | / | / | 0% | / | /
GLA spleen mod | / | / | 2% | -3% | -2% | /
Tau fibril FP | 0% | -2% | 1% | -3% | 1% | 2%
Tau fluor cs | ? | -13% | -18% | -2% | -12% | 3%
TRb SRC2 PPI | -8% | -8% | -15% | -4% | 9% | -1%
TexasRed fluor | -5% | ? | 3% | 0% | -3% | -1%

Compounds from the list above with a cyano group (four):
[7] CCc1ccc(C(C)NC(=O)/C(C#N)=C\c2cn[nH]c2-c2ccccc2)cc1 (stereo not given)
[10] N#CC1=C(N)Oc2cc3ccccc3cc2C1c1cccs1 (stereo not given)
[12] Cc1ccccc1C(=O)N=c1c(C#N)cc2c(=O)n3cccc(C)c3nc2n1Cc1ccco1
[20] CCOc1ccc(-c2csc(/C(C#N)=C/c3ccc(Br)cc3)n2)cc1

entry no. | 7 | 10 | 12 | 20
ALDH1A1 inh | ? | ? | ? | /
Tau ThT inhib | 0% | -7% | ? | ?
L3MBTL1 block | / | -1% | / | /
GLA spleen mod | 5% | 4% | ? | /
Tau fibril FP | ? | ? | -6% | -2%
Tau fluor cs | ? | ? | -10% | -13%
TRb SRC2 PPI | -18% | -2% | -3% | -8%
TexasRed fluor | 0% | -2% | -3% | ?

Following part
[25] CC1(C)Cc2ccccc2C(/C(C#N)=N/O)=N1
[26] Cc1ccc(OCC(=O)N(Cc2ccco2)Cc2ccc(C)o2)cc1
[27] Cc1nc2ccccc2c(=O)n1-c1ccc(NC(=O)C(F)(F)F)cc1
[28] C/C(=N/NC(=O)CCC(=O)Nc1cccc(Cl)c1)c1ccc(C)cc1
[29] CCc1ccccc1NC(=O)COC(=O)c1cn(CC)c2nc(C)ccc2c1=O
[30] C[N+](C)(CC#Cc1ccccc1)CC(=O)c1ccc(Cl)cc1

entry no. | 25 | 26 | 27 | 28 | 29 | 30
ALDH1A1 inh | 7% | / | / | 0% | / | 7%
Tau ThT inhib | -11% | -9% | 4% | 4% | -4% | 0%
L3MBTL1 block | / | / | / | 0% | / | 8%
GLA spleen mod | 4% | / | / | 6% | / | -2%
Tau fibril FP | -5% | -2% | -4% | 1% | 0% | 2%
Tau fluor cs | -11% | -8% | 4% | -2% | -3% | -5%
TRb SRC2 PPI | 2% | -14% | -4% | -7% | 0% | 6%
TexasRed fluor | 1% | 1% | 3% | 1% | ? | -2%

[31] COc1ccc(NC(=O)NC(=O)c2cc(OCC(F)(F)F)ccc2OCC(F)(F)F)cc1
[32] COc1ccccc1NC(=O)Nc1cc(F)ccc1F
[33] O=C(NCCc1ccc(Cl)cc1)c1ccc(CSCc2ccccc2Cl)o1
[34] O=C(CSc1nnc(-c2cccc(F)c2)o1)Nc1nncs1
[35] COc1cc(C)c(C)cc1S(=O)(=O)N1CCCCC1c1cccnc1 (stereo not given)
[36] Clc1ccc2nncn2n1

entry no. | 31 | 32 | 33 | 34 | 35 | 36
ALDH1A1 inh | 2% | -5% | / | 0% | -12% | -5%
Tau ThT inhib | -10% | ? | -15% | ? | -2% | 3%
L3MBTL1 block | 0% | 3% | / | / | -9% | 5%
GLA spleen mod | 3% | -9% | / | -3% | 6% | 5%
Tau fibril FP | -10% | -10% | 12% | -1% | -6% | -7%
Tau fluor cs | -25% | -25% | -17% | -12% | 4% | -3%
TRb SRC2 PPI | 5% | -10% | 7% | 6% | -5% | 1%
TexasRed fluor | 0% | -1% | -2% | -1% | -2% | -1%

[37] COc1cc(S(=O)(=O)NC2CCCCC2C)ccc1Cl (stereo not given)
[38] COc1ccccc1/C=C/C(=O)NCC(=O)N/N=C/c1cccnc1
[39] CN(C)S(=O)(=O)c1ccc(NC(=O)c2cc3ccccc3o2)cc1
[40] Cc1cc(C)cc(NC(=O)N2CCN3CCCCC3C2)c1 (stereo not given)
[41] COc1ccc(Cc2nnc(N/N=C/c3ccc(Br)cc3)[nH]c2=O)cc1OC
[42] CCCCC1OC23CCCCC2C(C#N)(C(=N)O3)C1(C#N)C#N (stereo not given)

entry no. | 37 | 38 | 39 | 40 | 41 | 42
ALDH1A1 inh | ? | ? | -3% | / | 11% | ?
Tau ThT inhib | -6% | -11% | 10% | 12% | -9% | ?
L3MBTL1 block | 10% | -1% | 0% | / | 2% | -1%
GLA spleen mod | 6% | 3% | 1% | / | 0% | ?
Tau fibril FP | 4% | -1% | -7% | 0% | -11% | -4%
Tau fluor cs | -8% | -5% | -23% | 3% | -14% | -8%
TRb SRC2 PPI | 5% | 6% | -13% | 2% | 2% | -6%
TexasRed fluor | 1% | -2% | -2% | 2% | -6% | 4%

[43] CCOC(=O)Cn1cnc([N+](=O)[O-])n1
[44] O=C(NCCc1ccc2c(c1)OCCO2)c1ccc(F)cc1
[45] Cn1cc(S(=O)(=O)NCc2ccco2)c(=O)n(C)c1=O
[46] N#Cc1ccc(-c2cccnc2)nc1SCC(=O)c1ccccc1
[47] O=C(NCc1ccccc1F)c1cc2ccccn2n1
[48] COc1ccc(/C=C/C(=O)c2ccc(O)cc2)cc1COc1ccc(F)cc1
[49] COCCN1Cc2cccc(C(=O)Nc3ccc(S(=O)(=O)N4CCOCC4)cc3)c2C1=O
[50] O=C(NCCN1C(=O)C2C3C=CC(C3)C2C1=O)N1CCOCC1 (stereo not given)

entry no. | 43 | 44 | 45 | 46 | 47 | 48 | 49 | 50
ALDH1A1 inh | 10% | ? | -2% | / | / | ? | -13% | 1%
Tau ThT inhib | -1% | -2% | -15% | 4.5µM* | -3% | -13% | -3% | -2%
L3MBTL1 block | / | 0% | / | 24% | / | -10% | / | 6%
GLA spleen mod | 12% | -5% | 7% | -4% | / | 2% | 20% | -7%
Tau fibril FP | 4% | -17% | 7% | -3% | 3% | 7% | -7% | 1%
Tau fluor cs | 5% | -7% | -3% | ? | -4% | -4% | -4% | -3%
TRb SRC2 PPI | -16% | -12% | -8% | 6% | -5% | 1% | -8% | 6%
TexasRed fluor | -1% | ? | 1% | -3% | -1% | 0% | 0% | -2%
